Screening data from PubChem BioAssay.
IDE inh – cellular human IDE inhibition | P14735 | HEK cells, FAbetaB cleavage, fluorescence polarization | inhibition, % at 5.59 µM | 320,000 compounds, 0.41% hits;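 active means percent inhibition above the average of all tested compounds plus 3 SD, set per screening campaign, cut at about 16% in these data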;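 further: IDE supplied by intact live HEK cells; FP after avidin binding of uncleaved biotin substrate so inhibition keeps polarization high; 0% = DMSO wells and 100% = 60 µM reference IDE inhibitor Ii1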
IMP-1 inhibitor – inhibitors of Pseudomonas aeruginosa IMP-1 metallo-beta-lactamase. inhibition, % at 5.6 µM. 290,000 compounds, 0.45% hits. purified IMP-1, nitrocefin hydrolysis, epi-absorbance fluorescence;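 active means inhibition above the mean plus 3 SD of all compounds in the same screening run, cut at about 4.5% in these data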;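 further: 0% = IMP-1 with DMSO and 100% = DMSO wells lacking enzyme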
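Assay system: purified recombinant IMP-1 beta-lactamase. Input: IMP-1 0.2 nM before substrate addition. Buffer or medium: Zinc- and detergent-supplemented HEPES buffer, pH 7.1. Schedule: 25 °C, 15 min preincubation, 25 min reaction. Signal: Epi-absorbance fluorescence, 480 nm excitation, 530 nm emission. Evaluation: percent inhibition from optical density relative to buffer-blank wells.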
GPR7 antagonist – blocks human GPR7 receptor signaling; P48145; GPR7-expressing cells, fluorescence antagonist assay; inhibition, % at 4.4 µM; 290,000 compounds, 1.1% hits; AID 1861; in the data active means inhibition above about 16%, passing the limit was not always enough;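 further: cells stimulated with the agonist NPW; 0% = agonist with vehicle and 100% = vehicle without agonist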
Target sequence (P48145 whole entry, looked up): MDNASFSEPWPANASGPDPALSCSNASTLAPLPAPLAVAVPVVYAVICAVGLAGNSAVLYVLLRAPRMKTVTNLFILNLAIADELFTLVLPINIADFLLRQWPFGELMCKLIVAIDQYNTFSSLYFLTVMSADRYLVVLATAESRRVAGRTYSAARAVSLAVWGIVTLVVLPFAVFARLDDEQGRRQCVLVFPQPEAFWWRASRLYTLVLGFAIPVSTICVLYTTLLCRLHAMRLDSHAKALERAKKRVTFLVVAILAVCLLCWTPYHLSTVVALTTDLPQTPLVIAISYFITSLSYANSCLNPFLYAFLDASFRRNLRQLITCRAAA
IDE act – boosts human insulin-degrading enzyme activity in HEK cells; 340,000 compounds, 0.073% hits; activation, % at 5.96 µM; P14735; FAbeta-B cleavage, fluorescence polarization; 0% vehicle, 100% cell-free pure enzyme wells; AID 493087;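 active means activation above the mean of all tested compounds plus 3 SD, set per screening campaign, cut at about 17% in these data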
p-CIP stab down – compounds decreasing mouse p/CIP protein stability; decrease of EGFP signal, % at 10 µM; F442A p/CIP-EGFP cells, EGFP fluorescence, 16 h; Q05BA5; 290,000 compounds, 0.01% hits;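 active means EGFP signal decrease of at least 30% at 10 µM or well 3 SD below plate mean, unless failing retest; inactive means the rest, including hits failing retest or dose response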; further: some compounds called inactive have numbers as strong as hits; many of its hits are not listed in these tables
M18AAP inhibitor – PfM18AAP enzyme inhibition; recombinant PfM18AAP, H-Glu-NHMec fluorogenic cleavage; inhibition, % at 7.35 µM; AID 1822; 290,000 compounds, 1.2% hits;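 active means inhibition above the campaign mean inhibition over all tested compounds plus 3 SD, cut at about 28% in these data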;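 further: 0% = plate median of test compound wells and 100% = 2 mM ZnCl2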
PHOSPHO1 block – inhibitors of human PHOSPHO1 phosphatase. Q8TCT1. recombinant PHOSPHO1, absorbance phosphatase assay. inhibition, % at 13.3 µM. 290,000 compounds, 1.1% hits; in the data active means inhibition above about 60%
Target sequence (Q8TCT1 whole entry, looked up): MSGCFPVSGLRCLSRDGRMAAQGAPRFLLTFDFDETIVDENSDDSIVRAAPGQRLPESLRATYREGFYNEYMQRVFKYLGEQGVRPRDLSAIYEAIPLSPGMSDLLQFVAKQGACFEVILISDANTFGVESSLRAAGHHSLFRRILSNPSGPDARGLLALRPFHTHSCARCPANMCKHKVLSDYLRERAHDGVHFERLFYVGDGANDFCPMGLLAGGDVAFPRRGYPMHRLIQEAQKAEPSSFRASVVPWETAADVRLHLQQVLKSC
NALP1 yeast inh – inhibitors of NALP1 inflammasome in yeast; S. cerevisiae NALP1/ASC/caspase-1 growth, X-gal OD620, 72 h; inhibition, % at 10 µM; 280,000 compounds, 0.61% hits; in the data active means inhibition mostly above about 24%, no sharp cut-off; inactive means mostly below about 32%; further: some compounds called inactive have numbers as strong as hits
VIM-2 inhibitor – inhibitors of Pseudomonas aeruginosa VIM-2 metallo-beta-lactamase; purified VIM-2, nitrocefin hydrolysis, epi-absorbance fluorescence; inhibition, % at 5.6 µM; 290,000 compounds, 0.89% hits; AID 1527;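 active means inhibition above the mean of all tested compounds plus 3 SD, cutoff set per screening run, cut at about 7.5% in these data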;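 further: red hydrolysis product quenches plate fluorescence so inhibitors raise well fluorescence; 0% = enzyme with DMSO and 100% = DMSO without enzyme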
An asterisk follows results filed as active; . = not tested or not shown. Compounds as they come; any-hit rate near 5.3%.

molecule,IDE inh,IMP-1 inhibitor,GPR7 antagonist,IDE act,p-CIP stab down,M18AAP inhibitor,PHOSPHO1 block,NALP1 yeast inh,VIM-2 inhibitor
O=[N+]([O-])c1cccc(C(=S)N2CCN(c3ccc(F)cc3)CC2)c1,-5.2,-1.7,18.4,5.7,-4.0,1.3,5.8,-3.7,-1.7
COc1cc(C=O)ccc1OC(=O)c1cccnc1,2.2,-3.4,-15.7,0.0,6.9,-5.2,13.9,8.1,-1.0
O=C(NC1CCCc2c1cnn2-c1cc(F)cc(F)c1)c1ccc[n+]([O-])c1 (stereo unspecified),-1.0,-0.1,-15.3,-2.5,-1.4,-2.3,46.2,13.1,-1.9
Fc1cnc(N2CCOCC2)nc1N1CCOCC1,5.3,-4.2,-7.3,2.8,-6.3,-3.0,45.5,12.3,-0.7
CC(Oc1ccccc1)C(=O)OCC(=O)NC(=O)NCc1ccco1 (stereo unspecified),3.4,-1.6,-7.2,0.2,-3.5,3.7,8.7,12.1,-4.1
O=C(CCS(=O)(=O)Cc1ccccc1)Nc1nnc(C(F)(F)F)s1,-3.5,-2.5,-16.0,-6.5,-2.9,-2.9,30.4,-12.8,-2.9
Cc1csc(N2CCN(c3cc4c(cc3Cl)nc(-c3ccncc3)n4CCCN3CCCC3)CC2)n1,-0.5,-0.2,-2.5,-0.2,5.0,0.2,25.4,25.3,2.4
Cc1ccc(C(=O)N2CCNC(=O)C2CC(=O)Nc2ccc(F)cc2)cc1C (stereo unspecified),-2.0,0.2,3.9,1.1,-3.7,-1.1,37.6,7.0,-0.9
Cc1cc(C)c2nc(N3CCCC(C(=O)N4CCC(C(N)=O)CC4)C3)sc2c1 (stereo unspecified),0.6,-0.7,-5.3,5.5,-6.4,-4.1,12.6,1.2,-1.3
CCOC(=O)C1CCCN(C2CCN(Cc3nc(Cc4ccccc4)no3)CC2)C1 (stereo unspecified),2.1,-1.1,-10.4,-0.4,-11.3,-0.6,44.0,-0.2,0.3
Cc1ccc(C2CC2c2n[nH]c(=S)n2-c2cccc(C)c2)cc1 (stereo unspecified),6.0,-2.8,-2.0,4.3,-11.0,3.6,-66.0,-0.7,-5.6
CCCCCC/C(=N/O)c1ccccn1,0.1,-3.1,-8.9,5.8,1.2,14.7,11.3,-2.9,-3.6
COCCCn1c(SCC(=O)NC2CCCCC2)nc2ccccc2c1=O,1.0,-2.3,17.7,4.4,6.2,2.8,34.8,16.2,1.3
CC1=NNC(=O)c2ccccc2O1,1.4,-2.1,-1.1,1.8,-8.5,-5.8,46.4,2.5,-4.4
COc1cc(-c2csc(NC3CCCCC3)n2)cc(OC)c1OC,4.5,-2.0,-11.7,-3.7,-8.1,2.0,26.9,3.7,-2.4
CN(C)c1nc(N)nc(CSc2nnnn2-c2ccccc2)n1,-0.4,-1.1,2.9,1.3,-5.8,-5.1,0.9,-5.0,-1.4
CCn1c(-c2csc(C(C)C)c2)n[nH]c1=S,-1.3,-4.1,-12.9,-3.6,-0.1,8.6,9.3,9.5,-1.7
CC1CCN(Cc2ccc(NC(=O)CC3Oc4ccccc4NC3=O)cc2)CC1 (stereo unspecified),2.4,-2.2,-2.0,5.0,-3.3,9.0,-13.3,-15.2,-3.5
Cc1cc(C)n(-c2ccc3nncn3n2)n1,-1.1,-2.8,-18.7,4.3,6.1,-1.2,32.2,-2.1,-4.2
CCCCC(CC)CNC(=O)CCS(=O)(=O)c1cccc2nsnc12 (stereo unspecified),-0.6,-2.5,3.9,1.3,-20.3,-2.5,-26.5,22.2,-2.7
O=C(CNc1ccc(Cl)cc1)c1ccc(Br)cc1,-3.3,-1.8,-8.7,-5.0,15.9,3.6,10.8,0.2,-2.6
CN(C(=O)c1ccc(C#N)cc1)c1nnc(-c2ccccn2)s1,.,-2.7,-5.4,1.7,-10.9,-19.8,-8.3,0.2,-4.5
C=CCSc1nc2ccccc2n2cnnc12,-3.0,-1.3,-8.3,0.0,-10.5,0.5,24.1,-3.0,10.5*
COc1ccc(C(=O)C2CCN(S(=O)(=O)c3ccc4c(c3)OCCO4)CC2)cc1,5.5,-4.7,4.6,4.4,-1.8,3.1,33.6,2.6,-1.2
Nc1ccn(-c2ccccc2)c(=O)c1,0.4,1.9,14.0,1.4,-21.2,-1.9,-2.2,-4.9,1.9
Cc1c(-c2ccc(Cl)cc2)[n+](=O)c(-c2ccccc2)cn1[O-],1.9,-3.4,-14.4,.,-1.2,5.6,23.7,-11.1,-2.9
COc1cccc(-c2cc(C(=O)N3CCN(Cc4ccccc4)CC3)no2)c1,-0.2,-2.8,7.1,6.0,-11.5,-5.1,11.1,-23.9,-2.2
CC1(C(=O)NCc2cccnc2)CCC(=O)N1CCc1ccccc1 (stereo unspecified),3.3,-3.0,-11.2,1.9,-5.1,-2.3,-7.7,-15.4,-4.9
COc1ccc(/C=C/C(=O)NC(=S)NNC(=O)c2cccnc2)cc1OC,-3.6,1.2,-4.0,2.5,-13.8,3.0,20.2,-1.3,-6.0
Cc1ccc(OCc2ccc(C(=O)N3CCOCC3)cc2)cc1C,2.8,-4.7,-8.5,-2.4,-2.4,2.6,3.7,4.7,-1.4
CCc1nc(SCC(=O)Nc2ccccc2)c2c(=O)n(C)c(=O)n(C)c2n1,-1.5,-0.2,-1.4,0.1,-14.5,-5.6,19.2,14.6,-1.5
COc1cc(NC(=O)CCN2CC(C)OC(C)C2)cc(OC)c1 (stereo unspecified),0.1,-1.4,-6.3,-1.5,-7.6,0.4,39.5,7.2,-2.4
Oc1ccc(/C=N/n2cnn(Cc3ccccc3Cl)c2=S)c(O)c1,2.8,-3.0,-6.9,5.2,-11.7,38.6*,-20.0,.,-3.4
COC(=O)c1ccc(CSc2n[nH]c(=S)s2)o1,5.5,-7.6,-3.3,3.5,-12.9,6.4,102.0*,-8.5,-2.4
CCNS(=O)(=O)c1ccc(CCC(=O)NCCc2ccc(OC)cc2)cc1,-1.4,-2.5,-11.9,2.3,0.7,-9.5,13.2,12.0,-2.0
CCCCCC(=O)Nc1ccc(Cc2ccncc2)cc1,5.9,-2.4,-10.1,-0.5,1.0,-1.6,0.5,3.5,-2.6
COc1ccc(N2CCN(C(=O)C3CCN(S(=O)(=O)c4ccc(C)cc4)CC3)CC2)cc1,0.7,-4.0,1.9,-0.7,-8.9,-6.6,33.5,20.2,-3.0
CSc1ncccc1C(=O)OCC(=O)N(C)C1CCS(=O)(=O)C1 (stereo unspecified),2.8,2.2,-6.9,6.0,2.7,-8.5,-8.3,8.9,-3.1
CCC(C)(C)NC(=O)C(c1ccc(C)o1)N(Cc1ccc2c(c1)OCO2)C(=O)c1snc(C(N)=O)c1N (stereo unspecified),-4.8,-2.0,0.6,1.6,-13.4,-3.9,15.1,6.5,-1.9
CCOc1cc(N2CCOCC2)c(OCC)cc1NC(=O)[C@H](C)NC(=O)c1ccco1,0.5,-0.8,-3.0,3.6,-0.6,7.0,31.0,25.0,-5.0
CN(Cc1ccccc1)C(=O)c1ccc(COc2ccccc2)cc1,-4.1,-0.1,-1.0,2.4,2.1,-12.4,.,-1.0,0.9
CCCn1c(-c2ccc[nH]c2=O)nc2cc(C)c(C)cc21,6.8,-1.6,-12.2,3.9,7.2,1.0,35.4,16.7,-1.2
CNc1nc(Nc2ccccc2)nc(OCC(F)(F)F)n1,3.8,-2.1,-12.3,4.7,11.8,8.9,51.4,16.5,-3.2
O=C(Nc1ccc(Cn2cccn2)cc1)c1ccc(COc2cccc(Br)c2)cc1,-1.1,-4.8,-1.5,0.9,0.9,-3.3,-23.4,-26.6,-1.9
COc1ccc(S(=O)(=O)NCC(=O)N(CC(=O)NCc2ccco2)Cc2ccc(F)cc2)cc1,2.0,-2.6,-11.8,-0.1,-1.5,-4.6,40.5,0.9,-0.1

(listing goes on)
Each structure is followed by: IDE inh | IMP-1 inhibitor | GPR7 antagonist | IDE act | p-CIP stab down | M18AAP inhibitor | PHOSPHO1 block | NALP1 yeast inh | VIM-2 inhibitor
CCOC(=O)CCc1nc2ccccc2[nH]c1=O
 : 0.0 | 0.5 | -8.1 | 0.1 | 4.3 | 8.1 | 14.1 | 37.1 | 1.6
N#Cc1ccccc1S(=O)(=O)Nc1ccc2c(c1)OCCO2
 : -8.5 | -1.6 | -7.1 | 2.9 | -5.1 | 5.4 | 40.4 | 13.9 | -2.1
CSc1nnc(C2CCN(CC(=O)Nc3ccccc3N3CCOCC3)CC2)n1C
 : 0.5 | -2.2 | -5.2 | 4.8 | 8.9 | -2.0 | 50.8 | -7.7 | -1.5
C(=Nc1ccc(Nc2ccccc2)cc1)c1ccc2ccccc2c1
 : -1.5 | -0.7 | 6.9 | 6.0 | 7.3 | -3.3 | -5.8 | 28.6 | -1.2
CN(CC1CCCO1)S(=O)(=O)c1ccc(C(=O)Nc2nc3cc4c(cc3s2)OCO4)cc1 (stereo unspecified)
 : 2.4 | -2.3 | 3.9 | 1.8 | 1.0 | -0.6 | 28.1 | 8.5 | -2.2
CCN(CC(=O)Nc1ccc(Cl)c(C(F)(F)F)c1)CC(=O)NC1CCS(=O)(=O)C1 (stereo unspecified)
 : 0.8 | -0.1 | -0.5 | 4.2 | 9.1 | -11.3 | -4.0 | -11.0 | 0.8
CCC(C)Nc1nc(CN2CCOCC2)nc2sc3c(c12)CCC3 (stereo unspecified)
 : -1.1 | -4.2 | 8.6 | 0.6 | 1.4 | 4.9 | 7.1 | 6.1 | -2.5

An excerpt of these results, with values ahead of the structure.
IDE inh	IMP-1 inhibitor	GPR7 antagonist	IDE act	p-CIP stab down	M18AAP inhibitor	PHOSPHO1 block	NALP1 yeast inh	VIM-2 inhibitor	SMILES
-8.5	-1.6	-7.1	2.9	-5.1	5.4	40.4	13.9	-2.1	N#Cc1ccccc1S(=O)(=O)Nc1ccc2c(c1)OCCO2
0.5	-2.2	-5.2	4.8	8.9	-2.0	50.8	-7.7	-1.5	CSc1nnc(C2CCN(CC(=O)Nc3ccccc3N3CCOCC3)CC2)n1C
-1.5	-0.7	6.9	6.0	7.3	-3.3	-5.8	28.6	-1.2	C(=Nc1ccc(Nc2ccccc2)cc1)c1ccc2ccccc2c1
2.4	-2.3	3.9	1.8	1.0	-0.6	28.1	8.5	-2.2	CN(CC1CCCO1)S(=O)(=O)c1ccc(C(=O)Nc2nc3cc4c(cc3s2)OCO4)cc1 (stereo unspecified)
0.8	-0.1	-0.5	4.2	9.1	-11.3	-4.0	-11.0	0.8	CCN(CC(=O)Nc1ccc(Cl)c(C(F)(F)F)c1)CC(=O)NC1CCS(=O)(=O)C1 (stereo unspecified)
